# BioA inh: BioA (M. tuberculosis) enzyme inhibition | purified M. tuberculosis BioA enzyme, plate reader | inhibition, % at 9.99 µM | 360,000 compounds, 0.096% hits | AID 602481; in the data active = inhibition above about 40%
# Numbers without * were called inactive.
No.	SMILES	BioA inh
1	C[C@H](CO)N1C[C@H](C)[C@H](CN(C)S(=O)(=O)c2ccc(F)cc2)Oc2ncc(C#Cc3ccc(C(F)(F)F)cc3)cc2C1=O	-1.3
2	Cc1noc(C)c1S(=O)(=O)Nc1ccc2c(c1)C(=O)N([C@H](C)CO)C[C@@H](C)[C@H](CN(C)Cc1ccncc1)OCCCC[C@@H](C)O2	-1.8
3	CCNC(=O)C[C@@H]1C=C[C@@H](NC(=O)C2CC2)[C@H](CO)O1	-0.9
4	COc1ccc(NC(=O)Nc2ccc3c(c2)C(=O)N([C@@H](C)CO)C[C@@H](C)[C@@H](CN(C)S(=O)(=O)c2cn(C)cn2)OCCCC[C@H](C)O3)cc1	2.0
5	CCC(=O)N1C[C@@H](C)[C@@H](OC)CN(C)C(=O)c2ccc(NC(=O)c3ccccc3)cc2OC[C@H]1C	-1.6
6	CC(C)=CCN[C@H](CO)c1ccccc1	-0.7
7	O=C(Nc1cccc(F)c1)N[C@H]1CC[C@@H](CCn2cc(Cc3ccccc3)nn2)O[C@H]1CO	30
8	C[C@H]1CN([C@@H](C)CO)C(=O)c2cccc(NS(C)(=O)=O)c2O[C@H]1CN(C)Cc1ccc2c(c1)OCO2	6.1

# 3 entries from above, field by field:
3: CCNC(=O)C[C@@H]1C=C[C@@H](NC(=O)C2CC2)[C@H](CO)O1
  BioA inh: -0.9

4: COc1ccc(NC(=O)Nc2ccc3c(c2)C(=O)N([C@@H](C)CO)C[C@@H](C)[C@@H](CN(C)S(=O)(=O)c2cn(C)cn2)OCCCC[C@H](C)O3)cc1
  BioA inh: 2.0

5: CCC(=O)N1C[C@@H](C)[C@@H](OC)CN(C)C(=O)c2ccc(NC(=O)c3ccccc3)cc2OC[C@H]1C
  BioA inh: -1.6

# Remaining list, next part:
No.	SMILES	BioA inh
9	CC(C)NC(=O)N(C)C[C@H]1Oc2ccc(NC(=O)Cn3cnnn3)cc2CC(=O)N([C@H](C)CO)C[C@@H]1C	-3.3
10	O=C(N[C@@H]1C=C[C@H](CC(=O)N2CCOCC2)O[C@H]1CO)c1ccccn1	-0.4
11	CCCN1C[C@@H](C)[C@H](OC)CN(C)C(=O)c2cc(NS(=O)(=O)c3cn(C)cn3)ccc2OC[C@@H]1C	2.2
12	C[C@H]1CN([C@@H](C)CO)S(=O)(=O)c2ccc(-c3ccccc3F)cc2O[C@@H]1CN(C)Cc1ccncc1	2.2
13	C/C=C/c1cccc(-c2nc(C(=O)NCc3ccc(OC)cc3)cc3c2[C@@H](CCO)N([S@](=O)C(C)(C)C)C3)c1	1.0
14	C[C@H](CO)N1C[C@H](C)[C@H](CN(C)S(=O)(=O)c2ccc(Cl)cc2)OCCCC[C@H](C)Oc2ccc(NC(=O)CCC(F)(F)F)cc2C1=O	0.2
15	C[C@H](CO)N1C[C@H](C)[C@H](CN(C)C(=O)Nc2ccccc2)Oc2ccc(NC(=O)Nc3ccccc3)cc2C1=O	-0.9
16	CC(C)NC(=O)Nc1ccc2c(c1)C(=O)N(C)[C@@H]1CC[C@@H](CC(=O)NCc3ccc(F)cc3)O[C@H]1CO2	-1.1
17	COc1ccccc1-c1ccc2c(c1)O[C@H](CN(C)C)[C@@H](C)CN([C@@H](C)CO)S2(=O)=O	2.3
18	COc1ccc([Si](C)(C)[C@H]2[C@H](CCn3cc(CCO)nn3)O[C@@]3(C(=O)N(Cc4ccc(N5C(=O)c6cccc7cccc5c67)cc4)c4ccccc43)[C@@H]2C)cc1	-0.3
19	C[C@@H]1CN([C@@H](C)CO)C(=O)Cc2cc(NS(=O)(=O)c3ccc(Cl)cc3)ccc2O[C@H]1CN(C)C(=O)NC1CCCCC1	-2.8
20	COc1ccccc1C#Cc1ccc([C@@H]2[C@@H](CO)N3CCCCN(S(C)(=O)=O)C[C@@H]23)cc1	-1.7
21	COC(=O)C[C@H]1CC[C@H]2[C@H](COc3ccc(NC(=O)Nc4c(C)noc4C)cc3C(=O)N2C)O1	1.2
22	C[C@H](CO)N1C[C@H](C)[C@@H](CN(C)C)OCCCC[C@H](C)Oc2ccc(NC(=O)CCCN(C)C)cc2C1=O	-2.0
23	O=C(C[C@H]1CC[C@H](NC(=O)CN2CCOCC2)[C@@H](CO)O1)NC1CCC1	-0.3
24	C[C@@H]1CN([C@H](C)CO)C(=O)c2cc(NS(=O)(=O)c3cccs3)ccc2O[C@@H]1CN(C)S(=O)(=O)c1ccc(F)cc1	1.4
25	Cc1ccc(S(=O)(=O)N(C)C[C@H]2Oc3ccc(NC(=O)NC4CCCCC4)cc3CC(=O)N([C@@H](C)CO)C[C@H]2C)cc1	-2.5
26	CC(=O)N(C)C[C@@H]1Oc2cc(C#CCC3CCCC3)ccc2S(=O)(=O)N([C@H](C)CO)C[C@H]1C	2.6
27	C[C@H](CO)N1C[C@H](C)[C@@H](CN(C)C(=O)c2ccccc2F)Oc2ncc(-c3ccccc3)cc2C1=O	0.5
28	Cc1ccc(S(=O)(=O)NCC[C@@H]2CC[C@@H](NS(=O)(=O)c3ccccc3Cl)[C@H](CO)O2)cc1	4.6
29	CC=Cc1ccc2n(c1=O)C[C@@H]1[C@@H](CO)[C@H](C(=O)NCc3ccccc3)N(CCC(F)(F)F)[C@H]21 (mixture of isomers)	0.6
30	CCNC(=O)C[C@H]1CC[C@@H]2[C@@H](COc3ccc(NC(=O)c4cccs4)cc3C(=O)N2C)O1	2.8
31	COc1ccccc1-c1cnc2c(c1)C(=O)N([C@@H](C)CO)C[C@H](C)[C@@H](CN(C)CC1CCCC1)O2	3.4
32	CN(C)CC(=O)Nc1ccc2c(c1)[C@@H]1C[C@H](CC(=O)N(C)C)O[C@@H](CO)[C@@H]1O2	-0.6
33	C[C@@H]1CN([C@H](C)CO)S(=O)(=O)c2ccc(C#CCN(C)C)cc2O[C@H]1CN(C)S(=O)(=O)c1cccc(F)c1	4.4
34	CO[C@@H]1CN(C)C(=O)c2cc(NS(=O)(=O)CC(F)(F)F)ccc2OC[C@@H](C)N(CC2CCCCC2)C[C@@H]1C	-1.5
35	CCNC(=O)C[C@H]1CC[C@H](NC(=O)C2CC2)[C@H](CO)O1	-2.1
36	COc1cccc(NC(=O)N(C)C[C@H]2OCc3cnnn3CCCC(=O)N([C@H](C)CO)C[C@H]2C)c1	0.2
37	C[C@@H]1CN([C@@H](C)CO)C(=O)c2cc(C#Cc3cccnc3)cnc2O[C@@H]1CN(C)C	3.6
38	CO[C@H]1CN(C)C(=O)c2ccc(NC(=O)Nc3cccc(F)c3)cc2OC[C@H](C)N(C(=O)Nc2c(C)noc2C)C[C@@H]1C	-1.8
39	C[C@H]1CN([C@@H](C)CO)S(=O)(=O)c2ccc(C#CCN(C)C)cc2O[C@@H]1CN(C)Cc1ccccn1	1.4
40	Cc1ccc(S(=O)(=O)N(C)C[C@@H]2Oc3c(NC(=O)Nc4ccc(C(F)(F)F)cc4)cccc3C(=O)N([C@@H](C)CO)C[C@H]2C)cc1	-9.2
41	CO[C@@H]1CN(C)C(=O)c2cc(NC(=O)c3nc4ccccc4s3)ccc2OC[C@H](C)N(Cc2cccnc2)C[C@@H]1C	2.8
42	O=C(Cc1ccccn1)N1CCCCN2[C@H](C1)[C@H](c1ccc(-c3ccc(F)cc3)cc1)[C@@H]2CO	-1.2
43	COc1ccc(S(=O)(=O)Nc2ccc3c(c2)C(=O)N([C@@H](C)CO)C[C@@H](C)[C@@H](CN(C)S(C)(=O)=O)OCCCC[C@@H](C)O3)cc1	-1.0
44	CCCc1cn(CC[C@@H]2CC[C@H](NC(=O)C3CC3)[C@@H](CO)O2)nn1	3.4
45	C[C@H]1CN([C@@H](C)CO)S(=O)(=O)c2ccc(-c3ccc(C#N)cc3)cc2O[C@@H]1CN(C)Cc1cccc(F)c1	-2.2
46	O=C(NCCN1CCCCC1)[C@@H]1[C@@H](CO)[C@@H]2Cn3c(cccc3=O)[C@@H]2N1Cc1ccccn1	-0.3
47	COc1ccc(NC(=O)Nc2ccc3c(c2)C(=O)N([C@H](C)CO)C[C@@H](C)[C@H](CN(C)Cc2ccc(Cl)c(Cl)c2)OCCCC[C@@H](C)O3)cc1	-2.5
48	CN(C)C(=O)[C@@H]1[C@@H](CO)[C@@H]2Cn3c(ccc(/C=C/c4ccccc4)c3=O)[C@@H]2N1C(=O)c1cnccn1	0.7
49	CCCNC(=O)N1[C@H](CO)[C@@H](c2ccccc2)[C@H]1CNC(C)=O	3.1
50	COc1ccc(NC(=O)Nc2ccc3c(c2)CC(=O)N([C@@H](C)CO)C[C@H](C)[C@H](CN(C)Cc2ccc(-c4ccccc4)cc2)O3)cc1	0.0
51	COc1ccc(NC(=O)N(C)C[C@@H]2OCCCC[C@H](C)Oc3ccc(NC(=O)CCCN(C)C)cc3C(=O)N([C@H](C)CO)C[C@H]2C)cc1	-1.9
52	C[C@H](CO)N1C[C@H](C)[C@H](CN(C)S(C)(=O)=O)Oc2cc(C#CCN(C)C)ccc2S1(=O)=O	-1.4
53	CCCN1[C@@H]2c3ccc(-c4ccccc4OC)c(=O)n3C[C@@H]2[C@@H](CO)[C@@H]1C(=O)Nc1nccs1	-0.2
54	OC[C@H]1[C@H](c2ccc(Br)cc2)[C@@H]2CN(Cc3ccccn3)CCCCN12	7.3
55	C[C@H]1CN([C@@H](C)CO)C(=O)c2cc(C#CCC3CCCC3)cnc2O[C@H]1CN(C)C(=O)c1cnccn1	0.6
56	COCC(=O)N(C)C[C@@H]1Oc2cc(-c3ccc(C)cc3)ccc2S(=O)(=O)N([C@@H](C)CO)C[C@H]1C	0.5
57	CC(C)NC(=O)Nc1ccc2c(c1)CC(=O)N([C@@H](C)CO)C[C@@H](C)[C@H](CN(C)Cc1ccc(C(=O)O)cc1)O2	-5.5
58	C[C@@H]1CN([C@H](C)CO)C(=O)Cc2cc(NS(=O)(=O)c3ccc(F)cc3)ccc2O[C@H]1CN(C)S(=O)(=O)c1cn(C)cn1	0.9
59	COc1ccc(NC(=O)Nc2cccc3c2O[C@@H](CN(C)C(=O)Nc2cccc4ccccc24)[C@H](C)CN([C@@H](C)CO)C3=O)cc1	0.4
60	CC=Cc1ccc2n(c1=O)C[C@H]1[C@H](CO)[C@@H](C(=O)NCc3ccccc3F)N[C@@H]21 (mixture of isomers)	-0.4
61	CCc1cnc(N2[C@H](C#N)[C@@H](c3ccc(-c4cccc(F)c4)cc3)[C@@H]2CO)s1	-0.2
62	COc1ccc(NC(=O)Nc2cccc3c2O[C@@H](CN(C)Cc2ccc(C(F)(F)F)cc2)[C@H](C)CN([C@@H](C)CO)C3=O)cc1	2.1
63	COc1ccc(S(=O)(=O)Nc2ccc3c(c2)C(=O)N([C@@H](C)CO)C[C@H](C)[C@H](CN(C)C(=O)Nc2c(C)noc2C)O3)cc1	-2.3
64	O=C(C[C@H]1CC[C@H]2[C@@H](COC[C@H](O)CN2S(=O)(=O)c2ccccc2)O1)NCC1CCCCC1	0.7

# Further structures.
No.	SMILES	BioA inh
65	CO[C@@H]1CN(C)C(=O)c2cc(NC(=O)Nc3ccc4c(c3)OCO4)ccc2OC[C@@H](C)N(C(C)=O)C[C@H]1C	2.8
66	CC(=O)N1CCCCN2[C@@H](CO)[C@H](c3ccc(-c4ccc(F)cc4)cc3)[C@@H]2C1	1.0
67	O=S(=O)(Cc1ccccc1)N1CCCCN2[C@H](CO)[C@@H](c3ccc(-c4cccnc4)cc3)[C@H]2C1	1.5
68	C[C@@H]1CCCCO[C@H](CN(C)Cc2ccc(C(=O)O)cc2)[C@H](C)CN([C@@H](C)CO)C(=O)c2cc(NC(=O)Nc3cccc4ccccc34)ccc2O1	-1.8
69	C[C@H]1CN([C@@H](C)CO)C(=O)c2cc(NC(=O)Nc3ccc(F)cc3)ccc2O[C@H]1CN(C)C(=O)Nc1cccc2ccccc12	-2.9
70	COCC#Cc1ccc2c(c1)O[C@H](CN(C)CC1CCOCC1)[C@H](C)CN([C@@H](C)CO)S2(=O)=O	2.3
71	CC(C)NC(=O)Nc1ccc2c(c1)C(=O)N([C@H](C)CO)C[C@H](C)[C@@H](CN(C)Cc1ccccc1)O2	-0.8
72	CN(C)C(=O)c1ccc(-c2ccc3c(c2)[C@H]2[C@H](CCN2C(=O)c2ccc(F)cc2)[C@@H](CO)N3C)cc1	5.1
73	C[C@H](NC(=O)[C@H]1N[C@H]2c3ccc(C4=CCCC4)c(=O)n3C[C@H]2[C@@H]1CO)c1ccccc1	-0.9
74	C[C@H]1CN([C@@H](C)CO)S(=O)(=O)c2ccc(C#Cc3ccccn3)cc2O[C@@H]1CN(C)Cc1ccc(F)cc1	-2.7
75	CCC(=O)N1C[C@H]2[C@@H](c3ccccc31)[C@H](CO)N2Cc1cc(F)ccc1F	3.1
76	Cc1ccc(S(=O)(=O)Nc2ccc3c(c2)C(=O)N([C@@H](C)CO)C[C@@H](C)[C@H](CN(C)S(=O)(=O)c2ccc(F)cc2)OCCCC[C@H](C)O3)cc1	-1.8
77	COc1ccc(CN(C)C[C@H]2Oc3c(NC(=O)c4nc5ccccc5s4)cccc3C(=O)N([C@@H](C)CO)C[C@@H]2C)cc1	0.1
78	COc1ccc(NC(=O)Nc2ccc3c(c2)[C@H]2C[C@H](CC(=O)NCc4ccccn4)O[C@@H](CO)[C@H]2O3)cc1	0.3
79	CC=Cc1ccc2n(c1=O)C[C@H]1[C@H](CO)[C@@H](C(=O)O)[C@@H]2N1S(=O)(=O)c1ccccc1C (mixture of isomers)	-1.6
80	C[C@H](CO)N1C[C@H](C)[C@@H](CN(C)Cc2ccc3c(c2)OCO3)Oc2ccc(NC(=O)Cc3cn(C)c4ccccc34)cc2CC1=O	-0.3

# Rewritten as labelled records: part of the list above.
74	C[C@H]1CN([C@@H](C)CO)S(=O)(=O)c2ccc(C#Cc3ccccn3)cc2O[C@@H]1CN(C)Cc1ccc(F)cc1
  BioA inh: -2.7

77	COc1ccc(CN(C)C[C@H]2Oc3c(NC(=O)c4nc5ccccc5s4)cccc3C(=O)N([C@@H](C)CO)C[C@@H]2C)cc1
  BioA inh: 0.1

80	C[C@H](CO)N1C[C@H](C)[C@@H](CN(C)Cc2ccc3c(c2)OCO3)Oc2ccc(NC(=O)Cc3cn(C)c4ccccc34)cc2CC1=O
  BioA inh: -0.3

75	CCC(=O)N1C[C@H]2[C@@H](c3ccccc31)[C@H](CO)N2Cc1cc(F)ccc1F
  BioA inh: 3.1

# An excerpt; count on the stated rates, not on these rows.
